ASM inhibitor: blocks human secretory acid sphingomyelinase; P17405; placental ASM, HMU-PC fluorogenic substrate, 60 min; Potency, µM (highest dose often 57.5 µM), for inactives: at the top dose activity change, negative = inhibition, actives largely listed as inhibitors; 0.006% of 340,000 active; AID 504937; note: potency is the fitted concentration of half-maximal effect
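Fluorogenic HMU-PC substrate (9 uM final) is turned over by placental ASM in 60 min at 37 C after a 10 min compound preincubation. Reaction ended by alkaline stop (pH 10), with fluorescence read at 386/447 nm.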
Coupling enz: counter-screen for Giardia aldolase inhibitors: coupling enzyme system. coupling enzyme system counterscreen, AmpLite Red fluorescence. activity change, negative = inhibition, % at 58.2 µM, hits read low. AID 2472. 0.67% of 290,000 active; in the data active = activity change below about -30%; note: % is set by controls: 0 for no effect and ±100 for the full control effect
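Activity here indicates interference with the coupling reaction, not aldolase inhibition. Compounds at 57.5 uM final met coupling enzymes for 10 min at RT; substrate and AmpLite Red detection followed, with a 525/598 nm fluorescence read after 20 min.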
TRPV1 agonist: human TRPV1 agonism | 0.19% of 320,000 active | activation, % at 8.33 µM | AID 540275 | TRPV1-expressing cells, Fluo-8 calcium influx, agonist mode; in the data active = activation above about 80%; inconclusive = between about 30% and that limit; note: 0% is about no effect
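Cells expressing TRPV1 were dye-loaded with Fluo-8 and read kinetically: 10 s baseline, 3 min after compound (agonist portion), then 2 min after EC20 capsaicin (allosteric enhancer portion). Calcium-bound dye fluorescence at 480/520 nm.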
GALK inhibitor: galactokinase (human) inhibition. Purified GALK, Kinase-Glo residual ATP luminescence. Potency, µM (highest dose often 57.5 µM), for inactives: at the top dose activity change, negative = inhibition, usual class: inhibitors. 0.007% of 270,000 active. P51570; note: potency is the fitted concentration of half-maximal effect; % is set by controls: 0 for no effect and ±100 for the full control effect
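Kinase-Glo Plus luminescence measured ATP left after a 1 h room-temperature reaction. The reaction used 5 nM GALK, 100 uM galactose and 35 uM ATP at pH 8.0 (20 mM HEPES, 5 mM MgCl2, 60 mM NaCl, 1 mM DTT, 0.01% BSA).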
MBNL1 CUG block: inhibitors of human MBNL1 binding to CUG repeat RNA | Q9NR56 | TR-FRET MBNL1-His/biotin-(CUG)12 binding, 665/545 ratio | Potency, µM (highest dose often 57.5 µM), inactives show top-dose activity change, negative = inhibition, hits mostly inhibitors | 0.036% of 280,000 active | AID 2675; active = well fitted inhibition curve with a large enough effect in the signal ratio, with a control signal flat, not every such curve was filed as active; inconclusive = small, poorly fitted or top-dose-only effect, or effect the other way, or a change in a side signal; inactive = no such curve, though single readings can be large or run the other way; the % refers to the signal ratio; note: potency is the fitted concentration of half-maximal effect; % is set by controls: 0 for no effect and ±100 for the full control effect
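TR-FRET readout: Ex 340 nm, 665/545 nm emission ratio, normalized to buffer-only (basal) and MBNL1-(CUG)12 controls. Complex of MBNL1-His with Biotin-(CUG)12, compounds 92 nM–58 uM, incubated 60 min at room temperature.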
A-T KAP1 phos: potential ataxia-telangiectasia treatments restoring KAP-1 phosphorylation; […] A-T fibroblasts, KAP-1 phosphorylation AlphaLISA; neocarzinostatin DNA damage 30 min before lysis; Potency, µM (series often up to 57.5 µM), without a hit: at the highest dose activation, usual class: activators; 0.19% of 320,000 active; AID 485349; note: potency is the fitted concentration of half-maximal effect; % of control where 0% means no effect; nearly all actives have a fitted effect of over 45% in size
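hTERT-immortalized A-T patient fibroblasts ([…]), 500 cells/well in OPTI-MEM, 1% FBS, got compounds for 60 min, then NCS for 30 min at 37C. Lysates were then assayed for phospho-KAP-1 by AlphaLISA (anti-pKAP1 donor, anti-KAP1 acceptor beads), 6 hr at 25C.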
KCNH2 3.1 inh: blocks the human KCNH2 3.1 channel isoform | U2OS KCNH2 3.1, thallium flux FluxOr; active compounds read low | activity change, % (tested at about 1.8 µM) | 0.95% of 340,000 active | AID 720553;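 active = maximum activity change below -70%; inconclusive = maximum activity change from -70% to -50%; inactive = maximum activity change above -50%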;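 note: thallium influx rate constant from kinetic fluorescence after stimulation buffer; % is set by controls: 0 for no effect and ±100 for the full control effect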
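Steps: virus added to U2OS suspension (4 h, RT, dark); medium with 10% FBS added, cells plated, 37 C overnight; FluxOr/Red40 loading buffer 45 min RT; stimulation buffer, 2 min kinetic read; rate constant normalized.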
CXXC DNA block: MLL CXXC-DNA interaction inhibition | Q03164 | MLL-CXXC / FITC-HOXA9 DNA fluorescence polarization | Potency, µM (series often up to 115 µM), for inactives: top-dose activity change, negative = inhibition, usual class: inhibitors | 0.037% of 290,000 active | AID 2662; active = well fitted inhibition curve with a large enough effect in the polarisation, with a control signal flat, not every such curve was filed as active; inconclusive = small, poorly fitted or top-dose-only effect, or effect the other way, or a change in a side signal; inactive = no such curve, though single readings can be large or run the other way; the % refers to the polarisation; note: potency is the fitted concentration of half-maximal effect
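Purified MLL-CXXC (added from a 7 uM solution) was preincubated 5 min at ambient with pinned compounds in 50 mM Tris-HCl pH 7.5, 50 mM NaCl, 1 mM DTT, 0.05% BSA. Fluorescein-labeled HOX-A9 DNA (50 nM solution) followed, 30 min, then polarization read.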
hERG WT inh: KCNH2 (human, wildtype) channel inhibition | 0.37% of 340,000 active | activity change, % at 1.84 µM | U2OS, BacMam KCNH2, thallium flux FluxOr; active compounds read low | Q12809 | AID 720551;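 active = maximum activity change below -70%; inconclusive = maximum activity change between -70% and -50%; inactive = maximum activity change above -50%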; note: % is set by controls: 0 for no effect and ±100 for the full control effect
Target sequence (Q12809 whole entry, looked up): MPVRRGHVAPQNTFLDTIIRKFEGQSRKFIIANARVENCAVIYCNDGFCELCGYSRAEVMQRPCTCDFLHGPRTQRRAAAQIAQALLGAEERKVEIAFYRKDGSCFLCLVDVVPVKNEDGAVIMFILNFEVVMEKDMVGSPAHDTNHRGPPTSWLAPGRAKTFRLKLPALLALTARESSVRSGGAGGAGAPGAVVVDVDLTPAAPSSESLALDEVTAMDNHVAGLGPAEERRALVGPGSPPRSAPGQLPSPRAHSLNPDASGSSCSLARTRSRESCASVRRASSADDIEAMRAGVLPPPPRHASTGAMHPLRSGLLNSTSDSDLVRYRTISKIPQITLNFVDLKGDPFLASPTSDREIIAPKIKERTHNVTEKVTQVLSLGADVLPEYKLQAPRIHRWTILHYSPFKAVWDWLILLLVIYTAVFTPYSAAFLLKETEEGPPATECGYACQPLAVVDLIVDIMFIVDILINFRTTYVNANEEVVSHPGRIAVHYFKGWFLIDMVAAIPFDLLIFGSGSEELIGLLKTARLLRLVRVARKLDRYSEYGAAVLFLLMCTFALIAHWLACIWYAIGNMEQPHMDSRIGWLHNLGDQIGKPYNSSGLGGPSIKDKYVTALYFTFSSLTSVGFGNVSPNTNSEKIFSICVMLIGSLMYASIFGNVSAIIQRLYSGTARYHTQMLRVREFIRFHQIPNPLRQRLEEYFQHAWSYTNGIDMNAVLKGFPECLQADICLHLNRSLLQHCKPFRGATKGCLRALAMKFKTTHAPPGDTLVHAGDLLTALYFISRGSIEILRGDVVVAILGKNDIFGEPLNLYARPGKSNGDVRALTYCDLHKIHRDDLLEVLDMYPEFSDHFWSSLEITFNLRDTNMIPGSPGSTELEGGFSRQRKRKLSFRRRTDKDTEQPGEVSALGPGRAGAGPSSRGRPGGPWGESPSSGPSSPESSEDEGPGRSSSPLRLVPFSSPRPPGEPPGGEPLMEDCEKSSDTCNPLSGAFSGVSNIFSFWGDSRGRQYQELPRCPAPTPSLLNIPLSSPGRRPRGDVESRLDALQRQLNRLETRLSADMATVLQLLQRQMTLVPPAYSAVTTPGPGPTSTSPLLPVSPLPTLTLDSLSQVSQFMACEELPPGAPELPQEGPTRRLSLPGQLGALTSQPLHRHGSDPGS
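U2OS cells were transduced with wild-type KCNH2 virus (2.03 x 10^8 / mL) for 4 h at room temperature, then cultured overnight at 37 C. Thallium flux was read with FluxOr dye. Rate constants were normalized to DMSO controls.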
a7 integrin act: integrin-mediated muscular dystrophy alleviation activation; AID 624291; Potency, µM (titrated, usually from 38.3 µM), without a hit: top-dose activation, usual class: activators; alpha7betagal myoblasts, beta-gal FDG fluorescence, 48 h; 0.064% of 350,000 active;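 note: potency is the fitted concentration of half-maximal effect; 100% = response of the positive control SU9516; nearly all actives have a fitted effect of over 60% in size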
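Alpha7betagal+/- myoblasts (passage 13) were plated 16-24 hr, then exposed to compounds (1:260 dilution of DMSO stock) for 48 hours at 37C. After MPER lysis, β-galactosidase reporter activity was read as FDG fluorescence (ex 480/em 540) after 30 minutes.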
* hit, by the source's call; ? = inconclusive; nt = no result given; & = joins results of further samples; [ ] = another dose, or the depositor's remark. Unless noted, calls come from the whole dose curve; as a rule, active = well fitted curve in the direction sought with a large enough effect; inconclusive = small, poorly fitted or top-dose-only effect, or another doubt; inactive = no such curve, though single readings can be large; an effect the other way counts as inactive or inconclusive.

SMILES | ASM inhibitor | Coupling enz | TRPV1 agonist | GALK inhibitor | MBNL1 CUG block | A-T KAP1 phos | KCNH2 3.1 inh | CXXC DNA block | hERG WT inh | a7 integrin act
CCCCNC(=O)Cn1c2c(c(-c3ccccc3Cl)cc1=O)CCC2 | 2.2% | -0.3 | 8.4 | 2.2% | 2.9% | -0.5% | -6.0 | -17.4% | -3.1 | 14.1%
Cc1ccc(NC(=O)C2CC(=O)n3c(nc4ccccc43)N2)cc1 (stereo not given) | -0.3% | 0.6 | -1.4 | -0.5% | 3.3% | 4.3% | -8.6 | -22.3% | -3.1 | 7.3%
CCC(C)NC(=O)c1ccccc1NC(=O)CN1C(=O)c2ccccc2S1(=O)=O (stereo not given) | -2.2% | -1.8 | -4.2 | -1.1% | -17.7% | 6.7% | -1.2 | -4.3% | 6.4 | 11.2%
CC(=O)c1ccc(N2CCN(c3ccc4cc(S(=O)(=O)N5CCC(C)CC5)ccc4n3)CC2)cc1 | 16.9% | 6.2 | 2.9 | -1.4% | -1.1% | 1.9% | -4.6 | 25.2% | -4.1 | -11.8%
COc1cccc(NC(=O)c2ccco2)c1 | -0.3% | -0.7 | 1.5 | 0.1% | -0.8% | -4.9% | 3.3 | 10.2% | 5.5 | 18.0%
Cc1cc(C)nc(SCc2nnc(SCC(=O)Nc3c(C)cccc3C)o2)n1 | 1.4% | 2.5 | 0.3 | -0.1% | -16.1% | -0.5% | -7.9 | -0.7% | 6.5 | 13.4%
COc1ccc(-n2c(C)nc3sc4c(c3c2=O)CCC4)cc1 | 6.3% | 2.9 | -7.3 | 0.0% | 4.4% | 0.5% | -5.9 | 1.5% | -7.7 | -11.0%
CN(C)c1cccc(C(=O)NCc2ccccc2)c1 | 16.7% | -3.6 | 21.1 | 0.2% | -7.1% | -4.0% | 3.8 | 12.4% | -10.9 | 12.5%
CCC1=C(OC(=O)N(CC)CC)N2C(=O)OC(=NCC(=O)OC)[C@]2(C)[C@H]2C1=CC[C@H]1C(=O)N(C)C(=O)[C@H]12 | 0.7% | 5.6&-1.1 | 3.3 | -2.9% | -9.1% | -16.1% | -8.4 | 12.6% | -18.2 | -22.0%
Cc1c(NC(=O)C(C)Sc2ccc3ccccc3n2)c(=O)n(-c2ccccc2)n1C (stereo not given) | 2.3% | 6.4 | 0.5 | -0.5% | 4.4% | 0.3% | 0.8 | -2.4% | 3.8 | -5.3%
CCCn1nc(C(=O)Nc2ccc(S(=O)(=O)Nc3ncccn3)cc2)c2ccccc2c1=O | 3.4% | 4.1 | -0.4 | 3.1% | 5.0% | -40.9% | 5.6 | -8.1% | -1.0 | -8.3%
Nc1nc(NCCOCCO)nc(NCC2CCCO2)c1[N+](=O)[O-] (stereo not given) | -1.7% | 3.9 | nt | -3.3% | nt | 0.0% | -4.2 | 9.9% | 3.3 | -12.4%
O=C(CSc1nnc(-c2ccncc2)n1-c1ccc(Cl)cc1)N1CCOCC1 | 1.3% | 2.4 | 6.9 | 1.2% | -2.2% | -3.9% | 18.5 | 3.1% | -2.6 | 4.3%
CCOC(=O)c1ccc(NC(=O)c2c(NCc3ccccc3)[nH]c(=O)[nH]c2=O)cc1 | -0.8% | nt | nt | nt | nt | nt | -7.1 | nt | 3.9 | -11.4%
O=C(Nc1nc2ccc(S(=O)(=O)N3CCCC3)cc2s1)c1cccs1 | -19.4% | 0.8 | 2.8 | -1.1% | 5.2% | 13.7% | -1.0 | -0.5% | -0.5 | -3.8%
Cn1c(CCN2CCOCC2)nc2cc(NC(=O)c3cccs3)ccc21 | 2.0% | -1.6 | 1.5 | -1.3% | 2.4% | 4.0% | -29.5 | -1.9% | -17.2 | 0.6%
CC(C)OP(=O)(OC(C)C)C(Nc1ccc(C(=O)O)cc1)c1ccccc1 (stereo not given) | -1.0% | 7.7 | 1.3 | 5.3% | nt | 3.9% | -9.8 | -2.9% | 15.7 | -10.1%
CCCCOc1ccc(C(=O)N/C(=C/c2cccc([N+](=O)[O-])c2)C(=O)O)cc1 | -0.6% | 18.0 | 1.3 | 1.3% | 18.0% | 1.9% | 81.0 | 4.1% | 13.1 | 20.8%
CC(CN1CCN(Cc2ccccc2)CC1)OC(=O)c1ccco1 (stereo not given) | 2.8% | 2.9 | -5.0 | -3.4% | -4.5% | ? | 11.2 | -6.8% | 8.4 | 10.0%
Cc1nc(N(C)Cc2ccccc2)c2c(C)c(C)sc2n1 | -12.5% | 0.2 | 17.9 | 0.3% | 1.6% | 19.4% | -3.4 | 12.9% | 2.9 | -27.5%
COc1cccc(C(=O)NC2=NCCS2)c1OC | -0.8% | 2.4 | -0.2 | -1.6% | -2.7% | -6.7% | -3.6 | 5.1% | -16.8 | -1.2%
O=C(CSc1nccn1-c1ccccc1)c1ccc(Br)cc1 | -1.8% | 0.2 | nt | -2.7% | -7.2% | 5.6% | -1.3 | -8.6% | -0.2 | 9.8%
CCCNC(=O)COc1coc(CN2CCN(c3ccccc3OC)CC2)cc1=O | 18.0% | nt | 3.3 | -2.6% | 1.7% | 6.7% | 4.4 | 0.4% | 9.3 | -9.8%
CC(OC(=O)c1ccccc1C(=O)N(C)C1CCCCC1)C(=O)NC1(C#N)CCCCC1 (stereo not given) | 5.1% | nt | 4.9 | nt | nt | 1.9% | 5.2 | nt | -2.9 | -18.5%
Cc1noc(C)c1S(=O)(=O)NCc1ccc(CN(C)C)cc1 | 8.6% | nt | 1.5 | nt | nt | 33.6% | 0.5 | nt | -1.1 | 17.7%
CN1C=CC=C/C1=C(\C#N)c1nc2ccccc2[nH]1 | ? | -0.2 | -1.9 | 2.7% | ? | 3.1% | -12.6 | 2.1% | 1.2 | -16.0%
O=C(COc1ccccc1)NC1C(=O)N2C(C(=O)O)=C(Cl)CSC12 (stereo not given) | -1.1% | 0.0 | 0.7 | -2.6% | 2.7% | 0.6% | -8.4 | -3.4% | 18.4 | 13.5%
COc1cccc(C(=O)Nc2cccc(C(C)=O)c2)c1 | -1.8% | -5.6 | 29.5 | nt | 2.7%[11.5 µM] | 4.0% | 1.8 | -1.4% | 3.2 | -5.9%
O=C(CN(c1cccc(C(F)(F)F)c1)S(=O)(=O)c1ccccc1)N1CCOCC1 | 1.4% | 0.3 | -0.5 | 4.0% | -12.2% | 9.1% | 3.5 | -13.5% | -0.7 | 10.5%
Cc1ccc(S(=O)(=O)N2C[C@@H]3[C@H]4CC[C@H](C4)[C@@H]3[C@@H](C)[C@@H]2C2CCCCC2=O)cc1 (stereo not given in full) | -2.9% | nt | nt | nt | nt | -2.0% | -8.8 | nt | -2.5 | -0.2%
N#CC(C#N)=C1C=CC=CN1/C(=C\c1ccco1)C(=O)c1ccc(Br)cc1 | -17.0% | -6.1 | ? | -2.8% | ? | -4.1% | -42.9 | 31.0%[activator] | -0.8 | -57.9%[inhibitor]
Cn1c(=O)[nH]c(=O)c2c1nc(N1CCOCC1)n2CC(=O)c1ccccc1 | 0.3% | -1.4 | 0.9 | 0.3% | -12.4% | 7.5% | -4.8 | 7.5% | -0.8 | ?
Cc1nnc(SCc2cccc3ccccc23)n(N)c1=O | -3.5% | 1.1 | 3.7 | -0.6% | 9.9% | 5.1% | -12.7 | 2.3% | 29.0 | 17.3%
CC1=C(C(=O)OC2CCCCC2)C(c2cccs2)n2c(nc3ccccc32)N1 (stereo not given) | -1.1% | 2.8 | 25.3 | nt | 1.9% | -3.8% | -11.7 | 1.2% | -3.8 | 23.6%
CC(=O)N1c2ccc(S(=O)(=O)N3CCC(C(=O)Nc4cccc(Cl)c4)CC3)cc2CC1C (stereo not given) | 1.9% | -1.2 | 2.0 | -1.1% | -4.6% | 1.2% | ? | -7.2% | -1.4 | 13.6%
CCOC(=O)Cn1nc(-c2ccc(F)cc2)cc(Cc2ccccc2)c1=O | -6.4% | 1.8 | ? | -2.1% | 13.6% | -8.8% | -6.2 | 1.4% | 14.9 | 14.9%
O=C(c1ccncc1)N1CCc2ccccc2C1 | -0.1% | nt | -0.7 | 5.1% | 1.4% | 15.3% | -6.0 | 7.5% | -32.4 | -14.6%
Cc1ccc(S(=O)(=O)N2CCCCC2CCNC(=O)C(=O)NCc2ccccc2)cc1 (stereo not given) | nt | nt | -1.7 | nt | nt | -3.4% | 12.6 | nt | -1.0 | 0.0%
Cc1ccc(S(=O)(=O)C2(C(=O)N(C)C3CCCCC3)CC2)cc1 | 4.6% | 11.6 | 6.5 | -1.2% | 3.1% | -0.5% | 18.6 | -1.4% | 1.2 | 41.0%[7.66 µM]
Cn1c(/C(C#N)=C(\O)c2ccc([N+](=O)[O-])cc2)nc2ccccc21 | -0.2% | 0.1 | 0.4 | 0.7% | 10.0% | 1.0% | 6.2 | -3.0% | nt | 7.6%

Screening data (PubChem)
